Screens as filed in PubChem BioAssay.
D1 ag – activates the human D1 dopamine receptor | 360,000 tested, 1% active | P21728 | activation, % at 2 µM | HEK293 T-REx D1 cells, calcium flux, agonist mode; also: 0% is about no effect
Target sequence (P21728 whole entry, looked up): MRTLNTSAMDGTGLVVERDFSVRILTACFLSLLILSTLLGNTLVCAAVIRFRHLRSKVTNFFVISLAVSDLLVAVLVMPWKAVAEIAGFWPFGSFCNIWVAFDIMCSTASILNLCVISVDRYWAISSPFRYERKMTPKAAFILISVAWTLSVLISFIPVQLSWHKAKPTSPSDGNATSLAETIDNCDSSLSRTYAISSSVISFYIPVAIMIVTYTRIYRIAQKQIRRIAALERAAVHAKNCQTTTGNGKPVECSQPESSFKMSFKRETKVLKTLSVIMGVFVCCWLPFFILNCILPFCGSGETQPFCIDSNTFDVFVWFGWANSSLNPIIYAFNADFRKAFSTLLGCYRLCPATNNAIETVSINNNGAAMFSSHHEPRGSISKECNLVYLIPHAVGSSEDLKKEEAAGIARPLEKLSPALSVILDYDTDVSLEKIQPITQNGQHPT
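Inducible HEK293 T-REx D1 cells, force-coupled to calcium signalling, were plated at 4000 cells/well with tetracycline and held overnight at 30 C. After no-wash calcium dye loading, compound-evoked calcium rise over 180 s flagged agonists.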
TRHR ag – agonists of human TRH receptor. P34981. TRHR cells, calcium flux fluo-8, FDSS agonist mode. activation, % at 2 µM. 360,000 tested, 0.18% active. AID 493084; also: 0% is about no effect
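In this calcium-flux screen, cells bearing human TRHR are dye-loaded with fluo-8, baselined for 10 cycles, then exposed to library compounds; positive kinetic calcium responses during the agonist phase mark hits, with TRH as control.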
D2 potentiator – D2 dopamine receptor (human) potentiation | 340,000 tested, 0.34% active | AID 485347 | potentiation, % at 10 µM | HEK293 T-REx D2, calcium flux, EC20 dopamine potentiation;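 active = potentiation over 3 SD above the plate norm, cut at about 30% in these data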; also: 0% is about no effect
Target sequence (P14416 whole entry, looked up): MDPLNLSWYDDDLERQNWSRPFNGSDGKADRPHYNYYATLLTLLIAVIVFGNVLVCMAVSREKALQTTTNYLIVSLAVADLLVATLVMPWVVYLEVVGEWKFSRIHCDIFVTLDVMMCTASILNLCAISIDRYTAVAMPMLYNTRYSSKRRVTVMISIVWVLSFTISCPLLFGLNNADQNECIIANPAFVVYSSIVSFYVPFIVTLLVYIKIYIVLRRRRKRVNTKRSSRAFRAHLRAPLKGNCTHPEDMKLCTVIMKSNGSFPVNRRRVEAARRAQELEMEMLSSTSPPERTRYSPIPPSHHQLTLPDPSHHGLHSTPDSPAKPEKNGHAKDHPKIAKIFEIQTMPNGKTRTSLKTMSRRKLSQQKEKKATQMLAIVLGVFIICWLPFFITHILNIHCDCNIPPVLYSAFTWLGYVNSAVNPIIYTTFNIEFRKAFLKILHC
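Tetracycline-induced HEK293 T-REx cells force-coupled to calcium signalling expressed D2; compounds were pin-added after a 10 s baseline, read kinetically 180 s, then an EC20 dopamine challenge followed with a further 180 s calcium read.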
TRHR PAM – allosterically enhances the human TRH receptor; enhancement, % at 2 µM; TRHR cells, fluo-8 calcium fluorescence, EC20 TRH enhancement; P34981; 360,000 tested, 0.66% active; in the data active = enhancement above about 30%; also: 0% is about no effect
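TRHR-expressing cells loaded with fluo-8 calcium dye were read kinetically (ex 480/em 530) during compound addition, then stimulated with an EC20 of TRH (10 nM final). Enhancement of the Gq-mediated intracellular calcium response was scored.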
D1 antagonist – human D1 dopamine receptor antagonism. activity change, negative = inhibition, % at 10 µM. 360,000 tested, 3.2% active. HEK293 TREx D1 cells, calcium flux, dopamine EC80; stronger effect = lower value. P21728. AID 504652; in the data active = activity change below about -30%; also: % is scaled to controls: 0 for no effect and ±100 for the full control effect
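After overnight tetracycline induction at 30 C, force-coupled D1 HEK293 cells took up a no-wash calcium dye at room temperature. Compounds were added and monitored 180 s, and the response to EC80 dopamine was then recorded.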
D2 agonist – D2 dopamine receptor (human) agonism; P14416; HEK293 T-REx D2 cells, calcium flux agonist mode; activation, % at 2 µM; 340,000 tested, 0.53% active; AID 485358;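 active = activation over 3 SD above normal in the single-dose calcium agonist read, cut at about 30% in these data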; also: 0% is about no effect
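HEK293 Trex D2 cells, tetracycline-induced, o/n 30 C 5% CO2; no-wash Ca dye, RT 30–90 min; 10-cycle baseline, 23 nl cpd added, kinetic Ca read 180 s; agonist hits = positive Ca response.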
D2 antagonist – D2 dopamine receptor (human) antagonism | HEK293 TREx D2 cells, calcium flux, dopamine EC80 | inhibition, % at 10 µM | 340,000 tested, 2% active | AID 485344; in the data active = inhibition above about 30%; also: 0% is about no effect
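Overnight-induced (tetracycline, 30 C) HEK293 T-REx cells carrying force-coupled D2 receive a no-wash calcium dye, then compound, then EC80 dopamine at 180 s; signals are read kinetically throughout.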
D1 potentiator – potentiators of human D1 dopamine receptor; AID 504651; potentiation, % at 10 µM; 360,000 tested, 0.036% active; HEK293 TREx D1 cells, calcium flux, dopamine EC20 potentiation; in the data active = potentiation above about 30%; also: 0% is about no effect
RXFP1 antagonist – RXFP1 (human) relaxin receptor antagonism. Q9HBX9. HEK293-RXFP1, relaxin-stimulated cAMP HTRF, 30 min; stronger effect = lower value. activity change, negative = inhibition, % at 57.5 µM. 350,000 tested, 0.59% active. AID 1259400;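 active = activity change of -60% or lower, but not beyond a set lower limit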; also: % is scaled to controls: 0 for no effect and ±100 for the full control effect
Starred values were filed as active, the others as inactive; · = no result given. Rule as the data show it, unless noted: active = activation above about 30%; inactive = the rest.

SMILES	D1 ag	TRHR ag	D2 potentiator	TRHR PAM	D1 antagonist	D2 agonist	D2 antagonist	D1 potentiator	RXFP1 antagonist
CN1CCN(c2c(C#N)c(C(F)(F)F)nn2C)CC1	3	0.3	-2	2	-4	0.2	7	-3	-11
O=C(Nc1ccc(Br)cc1)c1nn(C23CC4CC(CC(C4)C2)C3)cc1Br	3	-0.3	-2	-1	1	-0.6	-10	2	0
Cc1cccc(N=Cc2c(O)n(-c3ccccc3C)c(=O)[nH]c2=O)c1	1	-0.1	0	-2	-1	0.5	12	-7	8
N#CCCn1cc(C(=O)Nc2ccccc2Br)c(-c2ccc([N+](=O)[O-])cc2)n1	-2	1.6	0	-1	-10	1.4	16	0	-7
COc1ccccc1-c1nn2c(=O)cc(CN3CCN(C(=O)COc4ccccc4Cl)CC3)nc2s1	1	-0.7	-10	-2	-1	0.2	·	0	·
Cc1cc(NC(=O)COC(=O)c2c(C)nn(Cc3ccccc3Cl)c2Cl)no1	1	-0.8	-5	-1	-21	0.7	-18	0	10
Cc1ncc(CN2CCCC(C(=O)c3cccc(Cl)c3)C2)s1 (configuration not stated)	1	-0.3	0	-3	17	-0.1	7	2	7
O[C@H]1C2CCC1C(N1CCCCC1)CC2 (some centres not stated)	4	-0.2	-2	4	-3	·	·	-2	·
CCC(=NCc1ccc2c(c1)OCO2)c1c(O)n(C)c(=O)n(C)c1=O	9	-0.1	16	1	-11	-0.1	3	-2	-5
Cc1cc(C=O)c(C)n1CC1CCCO1 (configuration not stated)	-1	-0.5	12	0	6	0.7	6	5	3
CN(C)C(=O)Oc1ccc(-c2cn3cc(Cl)ccc3n2)cc1	3	0.3	12	8	4	0.6	-8	-3	·
Cc1ccc(CNC2=NCCS2)cc1	7	1.2	-3	-7	-2	-2.6	16	4	-3
COc1ccc(-n2c(Cc3ccccc3)nc3ccccc3c2=O)cc1	2	0.0	2	0	5	-0.6	8	-1	-2
COc1ccc(-c2nc(CSCC(=O)N3CCC4(CC3)OCCO4)c(C)o2)cc1OC	2	-0.1	-9	3	-3	0.1	20	1	1
COC(=O)C1=C(c2cccc(OCc3ccccc3)c2)C[C@@H]2CC[C@H]1N2C(=O)NCc1ccc2[nH]ccc2c1	-1	0.0	-8	-1	-5	0.4	-11	1	·
CN1CCC(C)(O)C2CCCCC21 (configuration not stated)	4	0.9	2	-5	-21	2.1	-9	5	-6
O=C1C(Cc2cnc[nH]2)NC(=S)N1c1ccccc1 (configuration not stated)	0	0.1	-4	-8	12	-0.9	26	-2	-12
C=CCn1c(O)c(C(C)=NCCO)c(=O)[nH]c1=O	1	0.5	·	2	18	·	·	-5	5
CCCCC(=O)N/N=C/c1c(O)n(CCc2ccc(OC)c(OC)c2)c(=O)[nH]c1=O	2	0.1	5	-3	-10	-0.2	6	-2	36
CCc1ccc(-n2nc(C)c3c2NC(=O)CSC3c2ccccc2C)cc1 (configuration not stated)	0	-0.8	-6	-6	15	-1.5	·	-2	-12
COC(=O)C1=C(c2c(C)noc2C)C[C@@H]2CC[C@H]1N2C(=O)NCc1ccc(C(F)(F)F)cc1	0	-0.6	-9	-4	-5	-0.1	-14	0	·
CN(C)CCCN=Cc1c(O)n(CCc2ccc(F)cc2)c(=O)[nH]c1=O	1	0.3	-5	-2	4	1.0	-5	-3	8
Cc1cccc(OCC(=O)N2CCN(Cc3cccnc3)CC2)c1	1	-0.5	-3	3	7	0.7	-4	2	-13
COC(=O)[C@@H]1C[C@@]1(C)[C@@H](NP(=O)(c1ccccc1)c1ccccc1)c1ccccc1	-3	1.4	-5	-3	12	-0.8	23	-4	·
CCc1ccc(CNCCc2ccc(F)cc2)cc1	62*	-1.4	13	10	-11	-1.1	3	-7	-15
Cc1ccc(N=Nc2c(O)[nH]c(=O)[nH]c2=O)c([N+](=O)[O-])c1	1	-0.2	-6	5	6	0.1	2	0	-12
Cc1cc(C)nc(/N=C(\N)c2c(O)[nH]c(=O)[nH]c2=O)n1	0	-0.7	2	11	1	-0.1	2	1	-8
Cc1ccc(C)c(CN2C(=O)c3ccccc3Sc3ccc(C(=O)N4CCC5(CC4)OCCO5)cc32)c1	1	0.1	6	12	39	0.6	·	0	-6
c1ccc(-c2nc(N3CCOCC3)s[n+]2-c2ccccc2)cc1	3	-0.2	11	-6	-11	1.0	2	-6	1
NP(=O)(OCCCc1ccccc1)Oc1ccccc1 (configuration not stated)	4	-0.4	-1	1	-1	1.0	5	-9	·
CCC1(C)OC(c2ccccc2)=C/C(=C/C=C2C(=O)NC(=O)NC2=O)O1 (configuration not stated)	108*	41*	-9	-4	-7	15	43*	-5	0
COC(=O)C1C2c3ccccc3OC1(C)N=c1s/c(=C/c3cn(C)nc3C)c(=O)n12 (configuration not stated)	0	0.2	3	1	27	0.3	3	2	-7
Cc1ccsc1C(=O)C1CCCN(Cc2cccc(OCCO)c2)C1 (configuration not stated)	7	0.3	-23	-3	6	-0.3	52*	-1	-5
CCN1CCN(C(=O)COc2cc(=O)n(CC)c3ccccc23)CC1	9	-0.2	6	2	10	-1.4	-1	-13	1
COC(=O)C1=C(c2ccc(F)cc2OCc2ccccc2)C[C@@H]2CC[C@H]1N2C(=O)N1CCCCC1	2	-0.2	7	5	·	-2.3	9	-4	·
O=C1NC(=O)C2(Cc3ccccc3N3CCCC32)C(=O)N1c1cccc(Cl)c1 (configuration not stated)	1	-0.1	10	-4	-19	-0.4	-5	-7	7
CC1CC(NC(=O)C2C3CCC(O3)C2C(=O)O)CC(C)(C)C1 (configuration not stated)	4	-0.4	·	-9	-28	·	·	-6	2
N#CC(C#N)=NNc1ccc(S(N)(=O)=O)cc1	2	-0.2	10	-7	0	1.5	7	2	-7
Cc1nc2ccccc2c(=O)n1-c1ccc(Br)cn1	-1	-1.3	-6	-5	10	-0.2	10	6	1
CCCCc1nc2ccccc2c(=O)n1-c1ccccc1[N+](=O)[O-]	1	0.1	10	-5	2	-0.3	15	-10	-7
COC(=O)Cn1cc(C(=O)c2ccccc2F)c2ccccc21	3	0.8	-2	5	-10	-0.4	5	-5	-16
O=C(c1ccc(Cl)cc1)C1CCCN(Cc2ccon2)C1 (configuration not stated)	5	-0.5	-8	3	-3	0.0	6	0	7
CCOC(=O)c1c(C)c(P(=S)(N2CCOCC2)N2CCOCC2)n(C)c1C	1	0.3	-8	2	0	0.5	6	8	-9
O=C1NC(=O)[C@]2(Cc3ccccc3N3CCN(c4ccccc4)CC32)C(=O)N1c1ccccc1 (some centres not stated)	1	0.3	-13	5	2	30	7	4	-15
O=C1NC(=O)C(=Cc2ccc3c(c2)OCO3)C(=O)N1	2	0.0	-1	-4	1	1.2	8	-8	·
COc1ccc(CCNC2CCCCC2)cc1	2	1.1	-7	0	-5	2.1	11	2	-1
COc1ccc(-n2c(/C=C/c3cccc(F)c3)nc3ccccc3c2=O)c(OC)c1	1	-0.7	0	-7	10	-1.9	12	-3	-5
COc1ccccc1OCC(=O)N1CCCC(N(C)Cc2ccccc2)C1 (configuration not stated)	1	-0.8	-11	2	2	0.1	16	4	25

A draw from above in order of formula weight, highest first.
SMILES	D1 ag	TRHR ag	D2 potentiator	TRHR PAM	D1 antagonist	D2 agonist	D2 antagonist	D1 potentiator	RXFP1 antagonist
COC(=O)C1=C(c2ccc(F)cc2OCc2ccccc2)C[C@@H]2CC[C@H]1N2C(=O)N1CCCCC1	2	-0.2	7	5	·	-2.3	9	-4	·
O=C1NC(=O)[C@]2(Cc3ccccc3N3CCN(c4ccccc4)CC32)C(=O)N1c1ccccc1 (some centres not stated)	1	0.3	-13	5	2	30	7	4	-15
COC(=O)C1C2c3ccccc3OC1(C)N=c1s/c(=C/c3cn(C)nc3C)c(=O)n12 (configuration not stated)	0	0.2	3	1	27	0.3	3	2	-7
CCOC(=O)c1c(C)c(P(=S)(N2CCOCC2)N2CCOCC2)n(C)c1C	1	0.3	-8	2	0	0.5	6	8	-9
O=C1NC(=O)C2(Cc3ccccc3N3CCCC32)C(=O)N1c1cccc(Cl)c1 (configuration not stated)	1	-0.1	10	-4	-19	-0.4	-5	-7	7
Cc1ccsc1C(=O)C1CCCN(Cc2cccc(OCCO)c2)C1 (configuration not stated)	7	0.3	-23	-3	6	-0.3	52*	-1	-5
CCC1(C)OC(c2ccccc2)=C/C(=C/C=C2C(=O)NC(=O)NC2=O)O1 (configuration not stated)	108*	41*	-9	-4	-7	15	43*	-5	0
CCN1CCN(C(=O)COc2cc(=O)n(CC)c3ccccc23)CC1	9	-0.2	6	2	10	-1.4	-1	-13	1
CCCCc1nc2ccccc2c(=O)n1-c1ccccc1[N+](=O)[O-]	1	0.1	10	-5	2	-0.3	15	-10	-7
COC(=O)Cn1cc(C(=O)c2ccccc2F)c2ccccc21	3	0.8	-2	5	-10	-0.4	5	-5	-16
CC1CC(NC(=O)C2C3CCC(O3)C2C(=O)O)CC(C)(C)C1 (configuration not stated)	4	-0.4	·	-9	-28	·	·	-6	2
O=C(c1ccc(Cl)cc1)C1CCCN(Cc2ccon2)C1 (configuration not stated)	5	-0.5	-8	3	-3	0.0	6	0	7
O=C1NC(=O)C(=Cc2ccc3c(c2)OCO3)C(=O)N1	2	0.0	-1	-4	1	1.2	8	-8	·
N#CC(C#N)=NNc1ccc(S(N)(=O)=O)cc1	2	-0.2	10	-7	0	1.5	7	2	-7
COc1ccc(CCNC2CCCCC2)cc1	2	1.1	-7	0	-5	2.1	11	2	-1

(next part)
SMILES	D1 ag	TRHR ag	D2 potentiator	TRHR PAM	D1 antagonist	D2 agonist	D2 antagonist	D1 potentiator	RXFP1 antagonist
Cn1cc(NC(=O)CCl)cn1	1	1.2	-6	-3	-10	-0.4	1	-2	-2
CCC(C)NC(=O)c1c(N)n(CC2CCCO2)c2nc3ccccc3nc12 (configuration not stated)	0	-1.6	7	0	11	-0.1	-6	7	-13
CCOP(=S)(OCC)SCCSCC	-1	-0.6	-24	2	·	-1.1	6	-2	·
Cc1cccc(-n2c(O)c(C)c(=O)[nH]c2=S)c1	2	0.5	6	-2	17	-0.5	8	1	-4
CCN(CC)c1ccc(N=Cc2c(O)n(-c3cc(OC)ccc3OC)c(=O)[nH]c2=O)cc1	10	8.3	4	3	-25	4.8	24	-6	-5

2 neighbouring entries from above, quoted:
SMILES	D1 ag	TRHR ag	D2 potentiator	TRHR PAM	D1 antagonist	D2 agonist	D2 antagonist	D1 potentiator	RXFP1 antagonist
Cc1cccc(-n2c(O)c(C)c(=O)[nH]c2=S)c1	2	0.5	6	-2	17	-0.5	8	1	-4
CCN(CC)c1ccc(N=Cc2c(O)n(-c3cc(OC)ccc3OC)c(=O)[nH]c2=O)cc1	10	8.3	4	3	-25	4.8	24	-6	-5

These rows are one share of the data; the hit share may differ from the screen's.
